Assay outcomes from PubChem BioAssay.
Avidin bead fluor: compound fluoresces at 488/530 nm on avidin beads | fluorescence (KMESF) at 10 µM | compound fluorescence 488/530 nm, flow cytometry; active compounds read high | hit rate 0.38% among 220,000; in the data active = fluorescence above about 47; note: inactives centre near 10
Bim-Mcl-1: human Bim-Mcl-1 interaction inhibition; Bead-based flow cytometry, Bim peptide-Mcl-1 binding; inhibition, % at 10 µM; hit rate 0.1% among 190,000; AID 1009; in the data active = inhibition above about 40%;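 note: 0% = no compound tracer wells and 100% = peptide blocker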
RGS8-Gao reg: modulates binding of RGS8 to human Galphao; multiplexed bead flow cytometry; actives lie on both sides; hit rate 0.34% among 220,000; AID 1423; response (percent of control binding), % at 10 µM; in the data active = response below about 60% or above about 140%; inactive = in between;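 note: Galphao activated as the GDP aluminium fluoride complex binding bead-coupled RGS8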
Target sequence (P09471 whole entry, looked up): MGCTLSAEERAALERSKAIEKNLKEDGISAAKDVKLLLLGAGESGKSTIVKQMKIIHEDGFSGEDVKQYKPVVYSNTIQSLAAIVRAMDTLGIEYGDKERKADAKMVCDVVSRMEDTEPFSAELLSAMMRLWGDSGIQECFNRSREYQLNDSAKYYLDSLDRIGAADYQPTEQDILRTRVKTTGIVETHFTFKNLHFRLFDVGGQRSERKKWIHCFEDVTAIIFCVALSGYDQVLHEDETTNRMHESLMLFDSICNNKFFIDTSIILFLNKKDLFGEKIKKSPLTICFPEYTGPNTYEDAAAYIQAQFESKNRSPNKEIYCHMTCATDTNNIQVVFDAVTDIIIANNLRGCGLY
Mcl1 Noxa PPI: disrupts binding of human Mcl-1 to Noxa peptide; inhibition, % at 21.7 µM; Q07820; TR-FRET Mcl-1/Noxa peptide binding, 2 h; hit rate 1.5% among 220,000; AID 1022;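 active = compounds that cut the protein-peptide binding signal by more than 50% relative to plate controls in a single-dose test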;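 note: His-tagged Mcl-1 with rhodamine Noxa BH3 peptide and terbium anti-His antibody; 0% = Mcl-1 plus Noxa peptide wells and 100% = peptide-only wells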
ABCB1 block: human ABCB1 inhibition, ABCG2 as counter-screen. P08183. CCRF-Adr cells, JC-1 efflux, flow cytometry. inhibition, % at 6.6 µM. hit rate 0.067% among 190,000. AID 1326; in the data active = inhibition above about 40%;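 note: 0% = vehicle and 100% = reference inhibitor; higher value means more JC-1 retained so stronger ABCB1 efflux block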
Mcl1-Bid inh: Mcl-1/Bid interaction inhibition; Q07820; hit rate 0.97% among 220,000; TR-FRET Mcl-1/Bid-Dy647 peptide binding, 1536-well; inhibition, % at 21.7 µM;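 active = compounds that cut the binding signal by more than half at the single screening dose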;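 note: His-tagged Mcl-1 with europium anti-His antibody binding Bid BH3 peptide; 0% = Mcl-1 plus peptide wells and 100% = peptide-only wells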
GSH bead fluor: GSH bead compound fluorescence profile | GSH beads flow cytometry, compound fluorescence 488/530 nm; active compounds read high | fluorescence (KMESF) at 10 µM | hit rate 0.25% among 190,000; in the data active = fluorescence above about 89;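 note: glutathione beads carrying GST-tagged Bcl family fusion proteins plus one bare bead set; values are compound well signal with DMSO vehicle wells as background; inactives centre near 16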
RGS7-Gao reg: human RGS7-Galphao interaction regulation. P09471. Multiplexed bead flow cytometry, RGS7-Galphao binding; actives lie on both sides. binding response (% of control), % at 10 µM. hit rate 0.35% among 220,000; in the data active = binding response below about 49% or above about 150%; inconclusive = no clear call, values can overlap the other calls; inactive = in between;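 note: fluorescent Galphao held in activated GDP-AlF4 state binding bead-coupled RGS7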
Pf gamet viab: inhibitors of late stage P. falciparum gametocyte viability | P. falciparum stage V gametocytes, ATP luminescence, 24 h | inhibition, % at 10.9 µM | hit rate 0.065% among 150,000 | AID 743093;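 active = inhibition above the mean plus 3 SD of compounds within the control limits, set per campaign, cut at about 38% in these data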;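 note: 0% = DMSO wells and 100% = medium only without gametocytes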
RGS4-Gao reg: human RGS4-Galphao interaction regulation; Multiplexed bead flow cytometry, RGS4-Galphao binding; actives lie on both sides; binding response (% of control), % at 10 µM; hit rate 0.33% among 220,000; AID 1415; in the data active = binding response below about 49% or above about 150%; inactive = in between;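 note: fluorescent Galphao activated with aluminum fluoride binding bead-coupled RGS4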
ABCG2 inh: inhibitors of human ABCG2 transporter, ABCB1 counter-screen; hit rate 0.1% among 190,000; Q9UNQ0; IgMXP3 cells, JC-1 efflux, flow cytometry; inhibition, % at 6.6 µM;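 active = inhibition above 80%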;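 note: 0% = DMSO and 100% = nicardipine control wells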
Target sequence (Q9UNQ0 whole entry, looked up): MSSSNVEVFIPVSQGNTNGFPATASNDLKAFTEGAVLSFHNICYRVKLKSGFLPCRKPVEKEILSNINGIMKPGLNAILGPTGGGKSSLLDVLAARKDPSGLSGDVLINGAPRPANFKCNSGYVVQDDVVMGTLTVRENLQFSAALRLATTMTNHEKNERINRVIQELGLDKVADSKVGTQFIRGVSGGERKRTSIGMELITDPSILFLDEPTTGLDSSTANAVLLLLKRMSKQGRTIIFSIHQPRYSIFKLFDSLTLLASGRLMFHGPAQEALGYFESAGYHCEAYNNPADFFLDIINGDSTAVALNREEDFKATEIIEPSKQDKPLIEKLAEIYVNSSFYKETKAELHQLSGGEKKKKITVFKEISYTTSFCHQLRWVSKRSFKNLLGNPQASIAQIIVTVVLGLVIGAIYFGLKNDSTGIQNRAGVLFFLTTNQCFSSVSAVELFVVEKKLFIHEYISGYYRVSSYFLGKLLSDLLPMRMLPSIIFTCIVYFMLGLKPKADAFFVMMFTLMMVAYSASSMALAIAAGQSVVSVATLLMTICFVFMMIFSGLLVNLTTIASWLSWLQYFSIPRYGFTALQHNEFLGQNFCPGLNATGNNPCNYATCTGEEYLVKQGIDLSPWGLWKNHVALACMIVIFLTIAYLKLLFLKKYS
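test system = two drug-resistant human cell lines, ABCG2 and ABCB1 | amount = 3 million cells/mL final, two lines in 1:1 ratio | reagent = JC-1 transporter substrate | doses = one concentration, 6.6 µM final | incubation = 10 min at 25 °C | signal = flow cytometric JC-1 green MFI at 530 nm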
An asterisk follows results filed as active; ? = inconclusive; . = not tested or not shown.

SMILES	Avidin bead fluor	Bim-Mcl-1	RGS8-Gao reg	Mcl1 Noxa PPI	ABCB1 block	Mcl1-Bid inh	GSH bead fluor	RGS7-Gao reg	Pf gamet viab	RGS4-Gao reg	ABCG2 inh
O=C(CN1CCC(n2nnc3cc(F)ccc32)CC1)N1CCCc2ccccc21	20	0	100	3	2.4	-38	25	97	.	98	8
Cc1nc(N/N=C/c2ccc(O)cc2)c2cnn(-c3ccccc3)c2n1	14	7	102	42	-0.7	-9	7	104	-23	106	-1
CCN(CC)S(=O)(=O)c1cccc(NC(=O)c2ccccc2Br)c1	10	0	99	2	0.2	-5	13	100	-11	102	0
NC(=O)C1=NOC(CNc2ncc(C(F)(F)F)cc2Cl)C1 (stereo not given)	12	0	101	-2	-0.1	3	13	99	.	101	-1
O=C(Cc1ccccc1)NNc1ccc2ccccc2c1	10	0	97	7	0.2	-67	11	?	.	95	2
O=C(NNC(=O)c1cc2cc(OC(F)(F)F)ccc2[nH]1)c1ccc(Cl)cc1	7	.	102	-2	.	-5	.	?	0	101	.
COC(=O)Nc1ccc(S(=O)(=O)N2CCCC(C(=O)N3CCCCC3)C2)cc1 (stereo not given)	26	-1	107	-4	1.0	-9	16	105	14	100	2
COc1cc(/C=N/NC(=O)Nc2ccccc2)ccc1OCCOc1ccccc1C	32	-1	96	-10	0.9	10	22	98	.	96	32
COC(=O)C1C(c2ccc(OC)cc2)C(C(=O)OC)S(=O)(=O)C(CCN2CCCCC2)S1(=O)=O (stereo not given)	10	0	98	14	2.3	-7	16	?	13	98	18
CCN(c1ccccc1)S(=O)(=O)c1ccc(C(=O)OC(C)C(=O)NCCC2=CCCCC2)cc1 (stereo not given)	15	-5	103	19	3.9	-15	13	99	6	101	17
CCOC(=O)C(=O)N1CCN(c2ccccc2OC)CC1	12	1	103	-6	0.1	-60	9	104	-7	101	7
COc1ccccc1-c1c(C(F)(F)F)oc2cc(OC(=O)c3cccc([N+](=O)[O-])c3C)ccc2c1=O	23	-3	87	-2	0.4	-6	20	95	18	95	2
O=C(O)c1sccc1Oc1ccc(F)cc1[N+](=O)[O-]	31	-1	100	13	0.1	-22	23	101	.	102	0
COc1cc(C(=O)Nc2nnc(CC(C)C)s2)c([N+](=O)[O-])cc1OC	9	0	104	13	0.7	5	12	96	13	101	43
COc1ccccc1/C=C/C(=O)c1ccccc1	5	.	99	7	.	1	.	?	.	98	.
O=C(CSc1ncnc2c1oc1ccccc12)NC1CCCCC1	22	1	103	-7	0.1	16	14	105	.	103	4
O=C(Cc1cccs1)N/N=C/C=C\c1ccco1	2	-2	99	90*	0.3	-17	5	100	.	98	3
COc1cccc(C(=O)Nc2cccnc2)c1OC	11	-3	100	-2	0.7	-19	16	?	.	99	15
CCOc1ccc(C(=O)NCc2ccncc2)cc1	5	1	101	27	0.1	8	27	103	.	103	1
Nc1nnc(Cc2ccc(Cl)c(Cl)c2)s1	33	1	96	8	-0.2	10	12	99	.	97	-1
O=C(c1ccccc1)N1CCN(CC#Cc2ccccc2)CC1	11	2	100	7	0.2	-1	13	99	-1	96	0
Cn1c(=O)c2c(nc(SCC(=O)NCC3CCCO3)n2C)n(C)c1=O (stereo not given)	5	0	94	-12	0.7	3	15	99	-1	99	4
COCCn1c(=O)c2cc3c(=O)n(CCOC)c(=O)c3cc2c1=O	13	0	102	1	-0.1	-26	47	103	.	103	2
Cn1cc(CN2CCN(Cc3ccccc3)C(CCO)C2)c(-c2ccccc2)n1 (stereo not given)	9	-2	100	1	0.8	-3	8	99	-2	99	1
CCCCOC(=O)c1sc2nc(N3CCOCC3)c3c(c2c1N)CC(C)(C)OC3	3	.	94	-14	.	-41	.	?	5	91	.
O=c1oc(-c2ccco2)nc2c1cnn2-c1ccccc1	16	-6	98	20	0.3	1	16	96	1	99	3
Cc1cc(C)n(C(=O)CCNC(=O)c2ccccc2Br)n1	6	-6	98	2	-0.2	-28	16	103	.	108	15
COc1ccc2c(c1)CCC1C2=NN(/C(C)=C\C(C)=O)C1c1ccc(F)cc1 (stereo not given)	11	-1	101	15	1.5	-29	21	121	-10	102	4
C/C(=N\NC(=O)OC(C)(C)C)c1ccc(-n2ccnc2)cc1	10	-2	103	-5	0.8	-31	12	?	1	104	4
COC(=O)c1sc2cc(=O)n(-c3cccc(C(F)(F)F)c3)nc2c1O	20	-2	102	22	0.2	-24	12	100	-9	102	1
O=[N+]([O-])c1ccc(N2CCC(=NOCc3ccc(Cl)cc3)CC2)cc1	26	0	98	20	0.5	-6	24	99	11	95	4
CCc1cccc(C)c1NC(=O)c1ccoc1C	4	5	97	18	-0.3	-29	23	90	.	96	0
COc1ccc(OC)c(/C=C/C(=O)OCC(=O)Nc2cccc(C(C)=O)c2)c1	13	-7	104	11	0.9	-18	13	103	-14	101	7
COc1ccc(-n2c(C)nc3c(cnn3-c3ccc(C)cc3)c2=O)cc1	20	0	98	15	1.0	-20	9	96	5	95	5
COc1ccc(NC(=S)NC(NC(=O)/C=C/c2ccccc2)C(Cl)(Cl)Cl)cc1 (stereo not given)	38	0	99	4	-0.1	-3	12	98	-32	98	1
C=CCOC(=O)C1=C(C)NC(SCC(=O)NC(=O)OCC)=C(C#N)C1c1cccnc1 (stereo not given)	13	0	95	12	-0.3	-5	30	91	13	91	4
O=C1CC(c2cc(F)ccc2F)c2cc3c(cc2N1)CCC3 (stereo not given)	12	5	102	6	1.2	-17	11	100	-5	98	5
O=[n+]1c2c(n([O-])c3cc(Br)ccc31)CCCC2	6	-6	99	14	-1.3	-3	8	103	13	98	-9
O=C1NCCCN1Cc1ccc(F)cc1Cl	24	0	102	2	0.9	-41	10	102	26	103	3
Cc1nn(-c2cc(N3CCCC3)ccc2[N+](=O)[O-])c(=O)c2ccccc12	7	-3	96	.	1.2	-27	33	101	.	95	4
CC(C)(C)NC(=O)C1Cc2ccccc2CN1S(=O)(=O)c1ccc(F)cc1 (stereo not given)	8	-4	100	5	1.6	-13	20	99	-9	101	4
O=C(CN1CCOCC1)Nc1ccccc1Sc1ccc(Cl)cc1	14	-3	98	4	1.0	-2	14	95	0	94	4
O=C(c1ccccc1)N1CCCCC(Sc2nnc3ccccn23)C1=O (stereo not given)	33	-2	99	8	1.3	2	22	98	8	99	9
COc1ccc(C(=O)NCc2nnc(SCC(=O)N3CCCCC3)o2)cc1OC	7	0	98	5	-2.4	83*	41	96	11	99	-3
O=C(Nc1cc(C(F)(F)F)ccc1N1CCOCC1)c1cn2ccccc2n1	30	0	101	-4	1.6	-7	17	98	11	101	8
Cc1ccccc1C(=O)OC(C)CN1CCN(C)CC1 (stereo not given)	8	-2	102	-1	0.2	-21	25	107	-18	107	4
COc1ccc(/C=C/C(=O)N(C)c2ccccc2C(=O)O)cc1	9	0	100	8	0.0	3	12	100	2	98	0
CC(=C\c1ccccc1)/C=C1/SC(=S)N(C(C(=O)O)C(C)C)C1=O (stereo not given)	2	-3	98	12	0.3	2	11	99	16	100	-2
COC(=O)CSc1nc2ccccc2c(=O)n1C	2	0	101	11	0.1	-1	43	95	.	99	1
CC(C)(C)NC(=O)CCN1CCOCC1	7	-5	116	12	0.2	3	12	105	.	101	2
C=CCn1c(SCC(=O)Nc2sc3c(c2C#N)CCC3)nnc1C1COc2ccccc2O1 (stereo not given)	14	0	103	30	1.7	55*	14	99	7	94	7
COc1ccccc1C(=O)NNC(=O)c1ccc(F)cc1	8	6	85	7	0.1	3	8	93	-22	93	4
CCOC(=O)NN1C(=O)c2ccccc2NC1c1cccnc1 (stereo not given)	6	-2	103	8	-0.2	-13	11	101	.	100	-1
Cc1cc(Nc2ccccc2)nc(NCc2ccccc2)n1	23	0	99	3	-0.4	-7	12	101	14	98	28
CCCN1C(=O)SC(CC(=O)Nc2ccccc2C)C1=O (stereo not given)	5	0	101	15	0.4	-14	18	101	.	101	1
CC1CCC2(CC1)NC(=S)N(C(C)(C)C)N2 (stereo not given)	7	.	105	3	.	-38	.	?	-2	106	.
C=COCCNC(=O)Nc1ccc(Cl)cc1Cl	10	3	89	-14	0.7	8	23	92	.	91	9
O=C1CCC(NC(=O)c2ccccc2)C(=O)N1 (stereo not given)	5	.	102	-5	.	-12	.	?	.	96	.
NC(=S)N/N=C/c1ccc(C(F)(F)F)cc1	1	0	103	14	-0.1	-99	5	100	14	93	4
O=C1CCN(S(=O)(=O)c2ccccc2)CCN1CCOCc1ccc(C(F)(F)F)cc1	8	.	98	16	.	-50	.	?	-16	93	.

In another format: entries from further up
Molecule,Avidin bead fluor,Bim-Mcl-1,RGS8-Gao reg,Mcl1 Noxa PPI,ABCB1 block,Mcl1-Bid inh,GSH bead fluor,RGS7-Gao reg,Pf gamet viab,RGS4-Gao reg,ABCG2 inh
CCCCOC(=O)c1sc2nc(N3CCOCC3)c3c(c2c1N)CC(C)(C)OC3,3,.,94,-14,.,-41,.,?,5,91,.
COc1ccc2c(c1)CCC1C2=NN(/C(C)=C\C(C)=O)C1c1ccc(F)cc1 (stereo not given),11,-1,101,15,1.5,-29,21,121,-10,102,4
COc1ccc(OC)c(/C=C/C(=O)OCC(=O)Nc2cccc(C(C)=O)c2)c1,13,-7,104,11,0.9,-18,13,103,-14,101,7
O=C1CCC(NC(=O)c2ccccc2)C(=O)N1 (stereo not given),5,.,102,-5,.,-12,.,?,.,96,.

(further entries)
SMILES	Avidin bead fluor	Bim-Mcl-1	RGS8-Gao reg	Mcl1 Noxa PPI	ABCB1 block	Mcl1-Bid inh	GSH bead fluor	RGS7-Gao reg	Pf gamet viab	RGS4-Gao reg	ABCG2 inh
COc1ccc(Oc2nccc(-c3ccccc3)c2C#N)cc1	4	-3	97	-8	0.1	-14	12	102	.	100	1
COc1cccc(Nc2nc(N)nc(C(F)(F)F)n2)c1	22	0	101	-26	-0.2	-5	26	98	-33	101	1
CC(C)(C)OC(=O)Nc1ncnc2c1ncn2C1OC(CO)C2OC(C)(C)OC21 (stereo not given)	5	.	116	1	.	-7	.	?	14	115	.
CCOC(CNC(=O)CCc1c(C)nc2nc(C)nn2c1C)OCC	37	0	101	13	0.0	-4	21	102	.	99	1
COc1ccc(NC(=O)C/C(C)=N/NC(=O)c2ccncc2)c([N+](=O)[O-])c1	6	0	102	2	-1.0	-2	24	100	.	96	-2
Cc1cccc(NC(=O)Nc2nnc(-c3ccccc3)o2)c1	12	1	98	-4	-0.4	-16	14	98	-8	98	-1
Cc1cc(/C=C(\C#N)C(=O)NCc2cccs2)c(C)[nH]1	15	0	103	8	0.9	-81	22	110	11	108	10
C/C(=N\N=C1\NC(=O)C(CC(=O)NCc2ccccc2)S1)C(C)C (stereo not given)	11	-2	104	7	0.4	-26	22	102	0	103	2
COc1cc(NC(=O)CN2c3ccccc3CC2C)cc(OC)c1OC (stereo not given)	12	0	106	8	0.6	-39	23	107	.	107	1
